Source: PubChem
Rab9 promoter act = qHTS Assay for Rab9 Promoter Activators | Potency, µM (titrated, usually from 9.22 µM), for the others: at the top dose activation, negative = inhibition, most hits filed as activators | actives 2.8% (n = 320,000) | Huh7 Rab9 promoter-luciferase reporter, luminescence, 24 h; further: % of control where 0% means no effect; nearly all actives have a fitted effect of over 60% in size
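Huh7 cells stably carrying Rab9 promoter–luciferase reporter, plated 1500 cells/well, compound added after 2 h and incubated 24 h at 37 °C; luciferase luminescence then read after 10 min with detection reagent.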
MBNL1 CUG block = qHTS Assay for Inhibitors of MBNL1-poly(CUG) RNA binding; Muscleblind-like protein 1 (Homo sapiens), Q9NR56; TR-FRET MBNL1-His/biotin-(CUG)12 binding, 665/545 ratio; Potency, µM (titrated, usually from 57.5 µM), inactives show at the top dose activity change, negative = inhibition, most hits filed as inhibitors; actives 0.036% (n = 280,000); AID 2675, 2010; active means well fitted inhibition curve with a large enough effect in the signal ratio, with a control signal flat, not every such curve was filed as active; inconclusive means small, poorly fitted or top-dose-only effect, or effect the other way, or a change in a side signal; inactive means no such curve, though single readings can be large or run the other way; the % refers to the signal ratio; further: on the % scale 0 is the no-effect control and ±100 the full control effect
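Compound titration spanned 92 nM–58 uM against the MBNL1-His/biotin-(CUG)12 complex. After 60 min at room temperature with 5 nM streptavidin-XL665 and 0.055 ng/ul terbium anti-His, ratiometric 665/545 nm emission (Ex 340 nm) normalized to controls.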
p53 reactivator = qHTS assay for re-activators of p53 using a Luc reporter; H1299 p53-A138V BP100-luciferase reporter, luminescence, 24 h; AID 504706, 2011; actives 0.063% (n = 320,000); Potency, µM (doses to about 92.2 µM), for inactives: at the top dose activity change, positive = activation, most hits filed as activators; further: % of control where 0% means no effect; nearly all actives have a fitted effect of over 45% in size
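H1299 (p53-null), stable ts p53-A138V + BP100-Luc; 1000 cells/well, Opti-MEM/10% FBS; cpd 4 pt, 1:5; 24 h, 37 deg C, 5% CO2; detection reagent 10 min RT; luminescence.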
Gal4-VP16 FLuc = VP16 counterscreen qHTS for inhibitors of ROR gamma transcriptional activity; Drosophila S2 Gal4-VP16 UAS-luciferase, luminescence, 20 h; Potency, µM (series often up to 53.6 µM), for the others: at the highest dose activity, negative = inhibition, usual class: inhibitors; actives 3.5% (n = 310,000); AID 2546, 2010;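 further: Gal4-VP16 expression switched on by copper sulfate through the metallothionein promoter; on the % scale 0 is the no-effect control and ±100 the full control effect; nearly all actives have a fitted effect of over 50% in size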
BRCA1 expr act = qHTS Assay to Identify Small Molecule Activators of BRCA1 Expression. MCF7-BRCA1-FFLuc reporter, luminescence, 48 h; response scale: scaled: vehicle 0%, 10 µM genistein 100%. Potency, µM (highest dose often 46.1 µM), inactives show at the highest dose activation, usual class: activators. actives 1.1% (n = 380,000); further: nearly all actives have a fitted effect of over 80% in size; some results filed as inactive show a strong effect at the top dose
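48 h compound treatment of MCF7-BRCA1-FFLuc cells (phenol-red free MEM, 37 °C), then 15 min with luciferase substrate and luminescence imaging.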
CXXC DNA block = qHTS Fluorescence Polarization Assay for Inhibitors of MLL CXXC domain - DNA interaction | AID 2662, 2010 | actives 0.037% (n = 290,000) | MLL-CXXC / FITC-HOXA9 DNA fluorescence polarization | Potency, µM (doses to about 115 µM), without a hit: at the top dose activity change, negative = inhibition, most hits filed as inhibitors; active means well fitted inhibition curve with a large enough effect in the polarisation, with a control signal flat, not every such curve was filed as active; inconclusive means small, poorly fitted or top-dose-only effect, or effect the other way, or a change in a side signal; inactive means no such curve, though single readings can be large or run the other way; the % refers to the polarisation
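Purified MLL-CXXC (added from a 7 uM solution) was preincubated 5 min at ambient with pinned compounds in 50 mM Tris-HCl pH 7.5, 50 mM NaCl, 1 mM DTT, 0.05% BSA. Fluorescein-labeled HOX-A9 DNA (50 nM solution) followed, 30 min, then polarization read.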
FLuc modulator = qHTS profiling assay for firefly luciferase inhibitor/activator using purifed enzyme and Km concentrations of substrates (counterscreen for miR-21 project); Potency, µM (highest dose often 57.5 µM), for the others: top-dose activity change, negative = inhibition, hits mostly inhibitors; AID 588342, 2011; actives 6.9% (n = 360,000); purified FLuc, Km substrates, luminescence inhibition; Luciferin 4-monooxygenase (Photinus pyralis), P08659;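 further: plate controls were vehicle for no effect and reference inhibitor for full effect; nearly all actives have a fitted effect of over 55% in size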
Target sequence (P08659 whole entry, looked up): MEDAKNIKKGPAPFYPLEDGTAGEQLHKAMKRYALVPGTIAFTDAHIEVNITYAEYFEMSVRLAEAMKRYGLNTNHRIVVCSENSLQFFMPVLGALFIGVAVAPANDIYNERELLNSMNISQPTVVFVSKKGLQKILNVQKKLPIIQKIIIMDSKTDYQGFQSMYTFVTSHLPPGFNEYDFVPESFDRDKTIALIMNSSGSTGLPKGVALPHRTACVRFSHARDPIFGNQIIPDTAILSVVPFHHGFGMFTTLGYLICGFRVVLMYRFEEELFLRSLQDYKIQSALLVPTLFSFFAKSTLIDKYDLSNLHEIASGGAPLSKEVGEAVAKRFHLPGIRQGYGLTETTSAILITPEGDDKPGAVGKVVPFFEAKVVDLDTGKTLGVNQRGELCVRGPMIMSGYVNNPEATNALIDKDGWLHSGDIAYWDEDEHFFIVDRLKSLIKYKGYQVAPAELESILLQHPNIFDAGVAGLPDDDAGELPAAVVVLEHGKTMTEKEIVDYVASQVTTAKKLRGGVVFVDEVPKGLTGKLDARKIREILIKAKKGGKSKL
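Biochemical qHTS of compounds, final roughly 60 µM downward over six points, against 10 nM purified firefly luciferase using Km concentrations of substrates (10 uM D-luciferin, 10 uM ATP) in Tris acetate pH 7.5 buffer; luminescence output.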
NPC1 promoter act = qHTS Assay for NPC1 Promoter Activators; Huh7 NPC1 promoter luciferase reporter, 24 h; Potency, µM (highest dose often 9.22 µM), without a hit: at the highest dose activation, actives largely listed as activators; actives 2.4% (n = 320,000);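 further: % of control where 0% means no effect; nearly all actives have a fitted effect of over 60% in size; reporter is driven by a mutant NPC1 promoter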
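Stable NPC1-promoter luciferase Huh7 line; cpd (DMSO) 24 h, 37 °C, 5% CO2; Amplite luciferase reagent 10 min RT; luminescence readout. qHTS format.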
RORg inh = qHTS for inhibitors of ROR gamma transcriptional activity. Drosophila S2 Gal4-RORgamma UAS-luciferase reporter, 20 h. actives 5.4% (n = 310,000). Potency, µM (titrated, usually from 53.6 µM), for inactives: top-dose activity change, negative = inhibition, hits mostly inhibitors. Nuclear receptor ROR-gamma (Mus musculus), P51450; further: on the % scale 0 is the no-effect control and ±100 the full control effect; nearly all actives have a fitted effect of over 60% in size
Target sequence (P51450 whole entry, looked up, the tested form may be a part): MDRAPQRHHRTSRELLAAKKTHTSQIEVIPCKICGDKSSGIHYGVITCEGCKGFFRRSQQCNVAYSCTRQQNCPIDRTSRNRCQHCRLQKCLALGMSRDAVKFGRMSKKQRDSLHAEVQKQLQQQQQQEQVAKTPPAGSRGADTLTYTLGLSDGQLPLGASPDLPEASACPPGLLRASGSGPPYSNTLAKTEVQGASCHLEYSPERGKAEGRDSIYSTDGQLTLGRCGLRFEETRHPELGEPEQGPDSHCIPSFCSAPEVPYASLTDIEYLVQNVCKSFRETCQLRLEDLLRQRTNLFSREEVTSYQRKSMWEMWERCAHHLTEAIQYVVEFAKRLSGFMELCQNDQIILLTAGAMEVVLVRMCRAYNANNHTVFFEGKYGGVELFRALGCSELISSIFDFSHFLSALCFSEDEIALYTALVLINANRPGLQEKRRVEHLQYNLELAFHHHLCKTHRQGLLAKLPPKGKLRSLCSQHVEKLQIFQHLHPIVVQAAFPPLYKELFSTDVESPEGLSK
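ROR gamma transcriptional activity was tracked as Gal4-UAS luciferase output in stably transfected Drosophila Schneider cells, with compound added 1 hr before 700 uM copper sulfate induction and a 20 hr ambient-temperature incubation.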
uPA surface inh = qHTS for Inhibitors of Cell Surface uPA Generation | cell surface uPA generation assay, qHTS | Potency, µM (highest dose often 38.3 µM), inactives show top-dose activity change, negative = inhibition, actives largely listed as inhibitors | actives 0.31% (n = 330,000) | AID 540303, 2011; active means well fitted inhibition curve with a large enough effect; inconclusive means small, poorly fitted or top-dose-only effect; inactive means no such curve, though single readings can be large or run the other way; tested in mouse RAW 264.7 cells; further: on the % scale 0 is the no-effect control and ±100 the full control effect; nearly all actives have a fitted effect of over 55% in size
ELG1 genotoxic = qHTS screen for small molecules that induce genotoxicity in human embryonic kidney (HEK293T) cells expressing luciferase-tagged ELG1 | actives 1.3% (n = 330,000) | HEK293T ELG1-luciferase reporter, luminescence, 16 h | Potency, µM (highest dose often 46 µM), inactives show top-dose activity change, positive = activation, usual class: activators; further: % of control where 0% means no effect; nearly all actives have a fitted effect of over 60% in size
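Screening used a luciferase reporter fused to human ELG1 in HEK293T cells. Luminescence was read on a CCD plate imager after 16 hr exposure and 30 min ONE-Glo incubation.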
An asterisk follows results filed as active; [ ] = dose if it differs, or a comment. Unless noted, the call rests on the fitted dose curve; in most records, active means well fitted curve in the direction sought with a large enough effect; inconclusive means small, poorly fitted or top-dose-only effect, or another doubt; inactive means no such curve, though single readings can be large; an effect the other way counts as inactive or inconclusive. Potency means the concentration at half of the fitted maximal effect. Only part of the results is shown; rates above refer to the full screens.

Results for Cc1ccc(OCCNC(=O)/C=C/c2ccco2)cc1C ?
Rab9 promoter act: -2%; MBNL1 CUG block: 9%; p53 reactivator: 3%; Gal4-VP16 FLuc: -3%; BRCA1 expr act: -16%; CXXC DNA block: -4%; FLuc modulator: -16%; NPC1 promoter act: -2%; RORg inh: 11%; uPA surface inh: -15%; ELG1 genotoxic: 0%

What do the screens show for `COc1ccccc1OCCCCCNCCO`?
Rab9 promoter act: 15%; MBNL1 CUG block: 3%; p53 reactivator: 4%; Gal4-VP16 FLuc: 5%; BRCA1 expr act: 12%; CXXC DNA block: 1%; FLuc modulator: -1%; NPC1 promoter act: 5%; RORg inh: inconclusive; uPA surface inh: 1%; ELG1 genotoxic: 1%

Results for CC(C)c1ccc(C(=O)CC2(O)C(=O)N(CN3CCOCC3)c3ccccc32)cc1 (stereo not drawn) ?
Rab9 promoter act: 23%; MBNL1 CUG block: 0%; p53 reactivator: 19%; Gal4-VP16 FLuc: -10%; BRCA1 expr act: 33%; CXXC DNA block: -10%; FLuc modulator: inconclusive; NPC1 promoter act: 6%; RORg inh: 44%; uPA surface inh: -4%; ELG1 genotoxic: 4%

How did CCC(C)(C)NC(=O)C(c1cccc(OC)c1)N(C(=O)CNC(=O)c1cccs1)c1cccnc1 (stereo not drawn) do in these assays?
Rab9 promoter act: -3%; MBNL1 CUG block: 2%; p53 reactivator: -5%; Gal4-VP16 FLuc: 3%; BRCA1 expr act: -16%; CXXC DNA block: 2%; FLuc modulator: 3%; NPC1 promoter act: -4%; RORg inh: -8%; uPA surface inh: 3%; ELG1 genotoxic: -8%

Results for CCN(CC)c1ccc(/C=N/NC(=O)Cc2nnc(NC(=O)Nc3ccccc3)s2)cc1 ?
Rab9 promoter act: 2%; MBNL1 CUG block: 4%; p53 reactivator: 0%; Gal4-VP16 FLuc: -26%; BRCA1 expr act: -12%; CXXC DNA block: 36%[activator]; FLuc modulator: inconclusive; NPC1 promoter act: -5%; RORg inh: -33%; uPA surface inh: 3%; ELG1 genotoxic: inconclusive

How did COC(=O)c1nc2ccc(N3CCOCC3)cc2c(C)c1C(=O)OC do in these assays?
Rab9 promoter act: 2.8µM*; MBNL1 CUG block: inconclusive; p53 reactivator: 15%; Gal4-VP16 FLuc: inconclusive; BRCA1 expr act: inconclusive; CXXC DNA block: -13%; FLuc modulator: 2.4µM*; NPC1 promoter act: inconclusive; RORg inh: inconclusive; uPA surface inh: -17%; ELG1 genotoxic: -3%

How did COc1ccc(NC(=O)CSc2ccccc2)c([N+](=O)[O-])c1 do in these assays?
Rab9 promoter act: inconclusive; MBNL1 CUG block: inconclusive; p53 reactivator: 1%; Gal4-VP16 FLuc: -14%; BRCA1 expr act: inconclusive; CXXC DNA block: -4%; FLuc modulator: 27µM*; NPC1 promoter act: inconclusive; RORg inh: 27%; uPA surface inh: -1%; ELG1 genotoxic: inconclusive

Results for CC(C)(C)n1cnc2cc(NC(=O)c3ccco3)ccc21 ?
Rab9 promoter act: 0.71µM*; MBNL1 CUG block: 8%; p53 reactivator: inconclusive; Gal4-VP16 FLuc: -23%; BRCA1 expr act: 60%; CXXC DNA block: 0%; FLuc modulator: 9.5µM*; NPC1 promoter act: 0.28µM*; RORg inh: inconclusive; uPA surface inh: -12%; ELG1 genotoxic: inconclusive

How did CCCCN(C(=O)CN1C(=O)C2CCCCC2C1=O)c1c(N)n(CCC)c(=O)[nH]c1=O (stereo not drawn) do in these assays?
Rab9 promoter act: -7%; p53 reactivator: 1%; BRCA1 expr act: -2%; FLuc modulator: 7%; NPC1 promoter act: 2%; uPA surface inh: -3%; ELG1 genotoxic: -2%

How did O=c1c2nnn(-c3ccc(Br)cc3)c2ncn1Cc1ccccn1 do in these assays?
Rab9 promoter act: 1%; p53 reactivator: -3%; Gal4-VP16 FLuc: -2%; BRCA1 expr act: -36%; CXXC DNA block: 11%; FLuc modulator: 3%; NPC1 promoter act: 3%; RORg inh: -27%; uPA surface inh: 4%; ELG1 genotoxic: -2%

How did CCN(C(=O)c1cc(Cl)ccc1OC)C1CCCCC1 do in these assays?
Rab9 promoter act: 12%; MBNL1 CUG block: 2%; p53 reactivator: -4%; Gal4-VP16 FLuc: 5%; BRCA1 expr act: -15%; CXXC DNA block: -1%; FLuc modulator: 3%; NPC1 promoter act: 14%; RORg inh: -5%; uPA surface inh: -8%; ELG1 genotoxic: -1%

What do the screens show for `c1ccc(-c2nccc(-c3ccco3)n2)nc1`?
Rab9 promoter act: -2%; MBNL1 CUG block: 3%; p53 reactivator: inconclusive; Gal4-VP16 FLuc: -26%; BRCA1 expr act: 58%; CXXC DNA block: -7%; FLuc modulator: -19%; NPC1 promoter act: 1%; RORg inh: 13µM*; uPA surface inh: 0%; ELG1 genotoxic: 1%

What do the screens show for `CC(OC(=O)CNC(=O)c1ccc(Cl)c([N+](=O)[O-])c1)C(=O)NC1CCCCC1C` (stereo not drawn)?
Rab9 promoter act: -4%; p53 reactivator: -2%; BRCA1 expr act: -10%; FLuc modulator: -1%; NPC1 promoter act: -3%; uPA surface inh: -2%; ELG1 genotoxic: 0%

Results for N#Cc1c(NC(=O)c2cccnc2)sc2c1CCC2 ?
Rab9 promoter act: -5%; MBNL1 CUG block: 10%; p53 reactivator: 17%; Gal4-VP16 FLuc: 7%; BRCA1 expr act: -33%; CXXC DNA block: -6%; FLuc modulator: 9.5µM*; NPC1 promoter act: -16%; RORg inh: 3%; uPA surface inh: -4%; ELG1 genotoxic: inconclusive

How did COc1ccccc1NC1CCCCC1NS(=O)(=O)c1ccccc1 (stereo not drawn) do in these assays?
Rab9 promoter act: -13%; MBNL1 CUG block: 5%; p53 reactivator: 2%; Gal4-VP16 FLuc: 11%; BRCA1 expr act: 3%; CXXC DNA block: 6%; FLuc modulator: -1%; NPC1 promoter act: -1%; RORg inh: -16%; uPA surface inh: -16%; ELG1 genotoxic: -3%

How did O=C(NCC1CCCCC1)c1cc([N+](=O)[O-])ccc1Cl do in these assays?
Rab9 promoter act: 0%; MBNL1 CUG block: inconclusive; p53 reactivator: -3%; Gal4-VP16 FLuc: 1%; BRCA1 expr act: 5%; CXXC DNA block: 16%; FLuc modulator: 0%; NPC1 promoter act: 0%; RORg inh: 9%; uPA surface inh: -3%; ELG1 genotoxic: -9%

Results for O=C(NCC(c1ccco1)N1CCCCC1)c1cc2c(s1)CCCC2 (stereo not drawn) ?
Rab9 promoter act: -5%; p53 reactivator: 3%; BRCA1 expr act: 5%; FLuc modulator: -16%; NPC1 promoter act: 0%; uPA surface inh: 15%; ELG1 genotoxic: -1%

How did Cc1cc(C)c(S(=O)(=O)c2cc(F)ccc2C)c(Cl)n1 do in these assays?
Rab9 promoter act: -4%; MBNL1 CUG block: 2%; p53 reactivator: -2%; Gal4-VP16 FLuc: 4%; BRCA1 expr act: -2%; CXXC DNA block: inconclusive; FLuc modulator: 5%; NPC1 promoter act: -3%; RORg inh: -37%; uPA surface inh: -5%; ELG1 genotoxic: -2%

What do the screens show for `COc1cc(NC(=S)Nc2cccc(C)n2)cc(OC)c1OC`?
Rab9 promoter act: -4%; MBNL1 CUG block: 67%[activator]; p53 reactivator: 4%; Gal4-VP16 FLuc: 8.9µM*; BRCA1 expr act: -9%; CXXC DNA block: 1%; FLuc modulator: 2%; NPC1 promoter act: -2%; RORg inh: 2.5µM*; uPA surface inh: -3%; ELG1 genotoxic: 0%

What do the screens show for `CCOc1ccc(C(=O)NCCc2ccc3c(c2)OCCO3)cc1`?
Rab9 promoter act: 11%; MBNL1 CUG block: -8%; p53 reactivator: 0%; Gal4-VP16 FLuc: -5%; BRCA1 expr act: 32%; CXXC DNA block: -4%; FLuc modulator: inconclusive; NPC1 promoter act: 8%; RORg inh: inconclusive; uPA surface inh: -2%; ELG1 genotoxic: -7%
